From PubChem BioAssay
SR-BI HDL uptake: blocks mouse SR-BI lipid uptake from DiI-HDL; 320,000 compounds, 0.96% hits; Q61009; AID 488896; ldlA[mSR-BI] CHO cells, DiI-HDL uptake fluorescence, 3 h; inhibition, % at 12.5 µM;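 active = mean replicate inhibition of at least 70% and a set share of replicates each scoring 70 or more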;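 also: 0% = median of neutral control wells and 100% = median of positive control wells; values of inactives mirror those of a sister screen read the other way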
V-ATPase pH: alters yeast V-ATPase proton transport; S. cerevisiae, pHLuorin cytosolic pH fluorescence; response, % at 10 µM; 350,000 compounds, 0.37% hits; AID 504577; in the data active = response mostly above about 7.3%, no sharp cut-off; inactive = mostly below about 5.4%; also: actives read high; inactives centre near 0; some compounds called inactive have numbers as strong as hits; reference of the scale not given here
HTR5A ag ctr: activates human HTR5A in OPRM1-OPRD1 agonist counter-screen; activation, % at 9.3 µM; HTR5A agonist assay, luminescence, cell-based; 340,000 compounds, 0.61% hits; P47898; AID 504692; in the data active = activation mostly above about 9.5%, no sharp cut-off; inactive = mostly below about 7.6%;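 also: 0% = cells with vehicle only and 100% = reference agonist; strong numbers were not always called active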
Wnt bcat act: Wnt/beta-catenin pathway activation; Wnt/beta-catenin reporter cell assay, activator, plate reader; activation, % at 9.35 µM; 300,000 compounds, 1.2% hits; AID 743398; in the data active = activation above about 30%, passing the limit was not always enough;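 also: 0% = neutral control wells and 100% = positive control wells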
MITF act: activators of MITF-driven TRPM1 promoter activity in SK-MEL-5 cells | SK-MEL-5 TRPM1-promoter luciferase, 24 h; % of positive control, neutral wells = 0 | activation, % at 12.5 µM | 300,000 compounds, 0.75% hits | AID 588334;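 active = mean activation of at least 80% with every replicate also reaching 80%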;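 also: 0% = neutral control wells and 100% = parthenolide positive control wells; values of inactives mirror those of a sister screen read the other way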
CDK5 p35 inh: CDK5/p35 (human) kinase inhibition; Q00535+Q15078; AID 488839; 330,000 compounds, 0.01% hits; Recombinant CDK5/p35, ADP-Glo luminescence, 60 min; inhibition, % at 10 µM;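 active = highest replicate inhibition of at least 50% and at least 75% of replicates reaching 50%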;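 also: plate controls were DMSO neutral control for no effect and GW8510 at 10 µM for full effect; many of its hits are not listed in these tables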
PvdQ acylase: P. aeruginosa PvdQ acylase inhibition. purified PvdQ acylase, fluorescence plate reader. inhibition, % at 10 µM. 340,000 compounds, 0.063% hits; in the data active = inhibition above about 30%, passing the limit was not always enough;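 also: 0% = vehicle neutral wells and 100% = reference inhibitor wells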
dFosB act: activators of mouse delta FosB homodimer; P13346; activation, % at 25 µM; purified delta FosB, TAMRA-CDK5 oligo fluorescence polarization; percent of positive-control signal above neutral wells; AID 493131; 340,000 compounds, 0.99% hits;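 active = mean activation above about 17%, with every replicate also reaching it, limit read from the data, passing the limit was not always enough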;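 also: fluorescence polarization rise as delta FosB binds a TAMRA Cdk5 AP-1 oligo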
NSD2 HMT inh: NSD2 (human) methyltransferase inhibition; NSD2 peptide methylation, AlphaScreen, 120 min; inhibition, % at 12.5 µM; 310,000 compounds, 0.54% hits; in the data active = inhibition above about 50%
Target sequence (O96028 whole entry, looked up): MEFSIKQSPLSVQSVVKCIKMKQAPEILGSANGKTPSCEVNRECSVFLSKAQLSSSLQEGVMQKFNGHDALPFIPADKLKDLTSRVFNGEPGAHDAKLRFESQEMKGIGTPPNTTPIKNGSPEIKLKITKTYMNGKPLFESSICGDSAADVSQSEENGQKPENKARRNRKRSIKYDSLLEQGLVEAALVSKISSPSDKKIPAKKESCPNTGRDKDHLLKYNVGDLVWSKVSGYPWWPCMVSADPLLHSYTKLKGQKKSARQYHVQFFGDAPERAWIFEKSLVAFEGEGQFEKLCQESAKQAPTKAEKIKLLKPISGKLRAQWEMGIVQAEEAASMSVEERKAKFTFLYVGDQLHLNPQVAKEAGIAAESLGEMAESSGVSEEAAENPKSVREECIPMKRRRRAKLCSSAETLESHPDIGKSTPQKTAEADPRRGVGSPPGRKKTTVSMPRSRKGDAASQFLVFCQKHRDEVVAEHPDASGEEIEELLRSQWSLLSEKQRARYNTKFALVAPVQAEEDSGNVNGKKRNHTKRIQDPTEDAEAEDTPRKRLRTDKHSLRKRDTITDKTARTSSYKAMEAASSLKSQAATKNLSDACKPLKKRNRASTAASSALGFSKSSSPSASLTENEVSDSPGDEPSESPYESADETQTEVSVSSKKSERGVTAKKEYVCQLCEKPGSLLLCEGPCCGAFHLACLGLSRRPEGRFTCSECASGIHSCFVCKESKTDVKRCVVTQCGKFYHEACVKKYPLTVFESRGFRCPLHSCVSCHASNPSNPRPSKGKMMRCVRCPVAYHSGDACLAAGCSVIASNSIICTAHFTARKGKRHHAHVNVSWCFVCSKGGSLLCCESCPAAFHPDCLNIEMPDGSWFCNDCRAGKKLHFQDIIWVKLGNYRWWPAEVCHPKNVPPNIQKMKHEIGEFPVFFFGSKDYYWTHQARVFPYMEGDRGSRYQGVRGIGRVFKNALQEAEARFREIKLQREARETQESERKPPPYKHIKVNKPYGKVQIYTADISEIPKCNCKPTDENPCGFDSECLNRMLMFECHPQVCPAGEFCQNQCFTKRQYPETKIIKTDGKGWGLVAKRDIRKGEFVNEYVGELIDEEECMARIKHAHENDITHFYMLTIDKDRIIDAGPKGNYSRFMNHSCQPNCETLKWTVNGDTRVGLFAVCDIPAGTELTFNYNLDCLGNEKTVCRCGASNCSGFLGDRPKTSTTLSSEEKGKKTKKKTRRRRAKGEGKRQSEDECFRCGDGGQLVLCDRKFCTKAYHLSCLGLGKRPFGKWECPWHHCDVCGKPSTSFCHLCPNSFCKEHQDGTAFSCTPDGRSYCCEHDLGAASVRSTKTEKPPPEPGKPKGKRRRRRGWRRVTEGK
HTR5A inv ag: inverse agonist of human HTR5A in OPRM1-OPRD1 counter-screen | HTR5A cell line, luminescence, inverse agonism | inhibition, % at 9.3 µM | 340,000 compounds, 0.083% hits | AID 504634; in the data active = inhibition mostly above about 23%, no sharp cut-off; inactive = mostly below about 18%;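 also: 0% = cells with DMSO and 100% = no-cell wells with DMSO; some compounds called inactive have numbers as strong as hits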
Numbers without * were called inactive; · = not tested or not shown.

SMILES	SR-BI HDL uptake	V-ATPase pH	HTR5A ag ctr	Wnt bcat act	MITF act	CDK5 p35 inh	PvdQ acylase	dFosB act	NSD2 HMT inh	HTR5A inv ag
Cc1c(C(C)(C)O)[nH]c2cc(C(F)(F)F)ccc12	-17	-1	1	-4	-1	1.4	-8	-4	·	4
Cc1ccc(SCc2c(C(=O)N/N=C/c3ccoc3)nnn2-c2nonc2N)cc1	3	2	-1	0	-10	-1.3	0	-14	5	19
Cc1cccc(/C=C2\CCC(=C3SCCCS3)C2=O)c1	37	-1	3	-2	-34	-0.9	-11	0	5	-8
N/C(=N\OC(=O)c1ccc(Cl)cc1Cl)c1ccccn1	4	0	3	-16	-34	7.8	-4	-3	-4	-7
Cn1ccnc1SCC(=O)Nc1nc2c(F)c(F)c(F)cc2s1	-21	-1	-3	10	21	-0.6	-11	8	-2	-14
CCc1cccc(NS(=O)(=O)c2ccc3c(c2)N(C)CCO3)c1	2	-2	-2	-2	-14	0.7	-15	0	·	-1
Cc1ccc(C)c(NC(=O)c2nnn(Cc3ccccc3)c2N)c1	-7	1	-3	0	·	-1.0	-18	-11	-1	3
OC1(c2ccc3ccccc3c2)CCN(Cc2ccccc2)C1 (centres undefined)	-34	0	-1	·	2	1.5	-6	-6	11	2
Cc1ccc2c(c1)C1CN(C)CCC1N2C(=S)NC(=O)c1ccc(Cl)cc1Cl (centres undefined)	-7	3	·	-1	-3	0.1	-2	-10	0	·
CCN(CC)CCN1C(=O)C(=O)/C(=C(/O)c2cnn(-c3ccccc3)c2C)C1c1cccnc1 (centres undefined)	1	-1	3	·	-10	0.0	-4	-6	7	6
O=C(NNC(=S)NCc1ccco1)c1ccc(Cl)s1	-8	0	0	-1	8	0.3	1	0	7	1
CC(Oc1ccccc1)C(=O)Nc1ccc(F)c(S(=O)(=O)N2CCOCC2)c1 (centres undefined)	8	-2	2	-1	-7	-0.9	-13	-6	6	-7
COCC(C)OC(=O)c1c(N)n(CC(C)C)c2nc3ccccc3nc12 (centres undefined)	58	0	8	-1	-7	-1.9	-22	-6	-3	3
Cc1ccnc(NC(=O)CNC(=O)Cc2cccc3ccccc23)c1	5	1	4	29	17	-0.8	8	-8	1	-10
Cc1ccc(S(=O)(=O)NCCCN(C)C)cc1	-6	-4	2	·	5	-1.0	9	-3	3	-5
CC(NC(=O)c1cc([N+](=O)[O-])cc([N+](=O)[O-])c1)C1CC2CCC1C2 (centres undefined)	·	2	1	-3	-6	-2.2	-10	-4	13	-3
C[N+](C)(CC#Cc1ccccc1)CC(=O)c1ccccc1	10	-2	1	·	4	0.2	5	3	-1	-5
Cc1cccc(S(=O)(=O)C(C#N)c2nc3ccccc3nc2N2CCCC2)c1 (centres undefined)	11	2	0	·	-5	-1.4	-2	-9	-4	-4
CC(C)NC(=O)CSc1nnc(CNC(=O)OC(C)(C)C)n1C	2	-1	-2	1	-6	0.2	-4	6	-2	-9
O=C(CN1CCN(c2ccccc2)CC1)N/N=C/c1cccc(F)c1	-14	-3	2	·	-19	0.1	-17	0	0	-1
Cc1cccc(C)c1NC(=S)/N=C/N(C)C	2	3	3	-2	9	0.0	-8	-3	4	-9
CCOC(=O)C1(C)/C(=N/Nc2cccc(Cl)c2)C(=O)C(=O)N1c1ccccc1 (centres undefined)	3	-2	-1	·	20	0.6	-4	-11	17	12
COc1cc(/C=C/C(=O)OCC(=O)NC(=O)NC(C)C)ccc1O	·	1	5	5	-2	-0.5	8	-18	5	-10
COc1ccc(C2=NO[C@@](CC(=O)O)(C(=O)Nc3ccc4c(c3)OCCO4)C2)cc1	-1	3	5	1	14	1.4	-11	-8	1	-18
COc1ccc(N=Nc2cc(-c3ccccc3)ccc2O)cc1	16	-3	2	1	3	0.2	-15	-9	35	-7
Continued.
SMILES	SR-BI HDL uptake	V-ATPase pH	HTR5A ag ctr	Wnt bcat act	MITF act	CDK5 p35 inh	PvdQ acylase	dFosB act	NSD2 HMT inh	HTR5A inv ag
CCOC(=O)c1cnc2ccc(C)cc2c1Sc1ccccc1	6	-2	-8	-3	35	0.7	-3	2	·	17
CC1(C)CC(=O)C=C(NNC(=O)C2CCCCC2)C1	5	7	2	·	·	-0.7	-9	5	-1	-7
CCC1CCCCN1CCCNC(=O)c1cn(C)c2ccc(S(=O)(=O)N3CCOCC3)cc2c1=O (centres undefined)	-13	3	7	-6	-9	-2.3	-15	-9	-4	-5
COc1ccc(NCc2nnc(SCC(=O)N3CCCc4ccccc43)o2)cc1	26	0	2	-6	-7	1.3	4	3	0	-22
Cc1cccc(NC(=O)C2CCN(c3nccc(C)n3)CC2)c1	-1	2	2	·	-11	-4.0	-15	2	0	-6
Nc1nc(-c2ccco2)nc(N2CCCCC2)n1	-10	-1	1	·	9	1.4	-11	6	3	-2
CC(=O)Nc1cccc(-c2csc(Nc3cccc(C)n3)n2)c1	76*	2	7	27	137*	-1.8	8	-5	0	1
O=C(CCc1nnc2ccc(NCc3ccccc3)nn12)NCC1CCN(C2CCCC2)C1 (centres undefined)	15	10	5	2	-6	-0.4	-10	-18	3	3
CN(CC(=O)Nc1ccc2c(c1)OCCO2)S(=O)(=O)c1ccc(F)cc1	·	-4	-3	0	45	2.7	-16	0	-4	10
COc1cccc(OC)c1C(=O)Nn1c(-c2cccs2)nc2ccccc2c1=O	-27	1	-1	-9	-5	-8.2	-2	-5	-1	3
O=C(Nc1cccc(-c2nnn(CC(=O)N3CCc4ccccc4C3)n2)c1)C1CCC1	39	-3	1	-4	-2	0.0	-11	-14	2	-41
CCOc1ccc(OCC)c(NC(=O)C2CCCN(c3ncccn3)C2)c1 (centres undefined)	20	-4	-4	·	-4	-0.3	-1	2	0	-5
Cc1ccc(C(=O)NCC(c2ccco2)N2CCc3ccccc32)cc1 (centres undefined)	16	1	4	0	-8	-0.8	-11	3	7	-6
CCOc1ccc(C2NC(=O)C(C#N)=C(S)N2c2cccc(C)c2)cc1OC (centres undefined)	-9	-2	6	0	·	0.7	-4	-23	6	-2
O=C(Cn1c(COc2ccccc2)nc2ccccc21)Nc1cccc(Cl)c1	-1	-1	·	·	3	-3.2	-17	4	0	·
O=C(CSc1nnnn1C1CCCC1)N1CCN(C(=O)c2ccco2)CC1	-22	-2	-6	2	-11	1.8	-9	-7	-2	-23
CC1CC(C)CN(c2ncc3c(n2)CC(c2ccccc2)CC3=O)C1 (centres undefined)	-10	-2	-14	·	-2	0.8	-17	-10	0	35
Brc1cnc(N2CCCCC2)nc1N1CCOCC1	-1	-4	2	4	·	0.3	2	0	10	-6
Cc1noc(C)c1COc1ccc(C(=O)OCC(=O)N2CC3(C)CC2CC(C)(C)C3)cc1 (centres undefined)	65	-4	-1	-7	8	-0.2	-14	-23	1	-31
C/C(=N\NC(=O)c1ccccc1C)c1cccc([N+](=O)[O-])c1	25	-3	5	4	17	2.6	6	2	-4	6
COC(=O)c1ccc(NC(=O)c2nc(S(=O)(=O)Cc3cccc(C)c3)ncc2Cl)cc1	11	1	-4	-13	-94	-1.9	-10	8	·	16
CCCOc1ccc(-c2c(=O)n(O)c3ccccc3[n+]2[O-])cc1	14	2	3	14	·	-0.3	-12	-3	2	-10
Cc1ccc(/C=C2\SC(=S)N(CC3CCCO3)C2=O)o1 (centres undefined)	-2	-1	5	-1	·	0.1	-12	-9	13	9
O=C(c1ccc(N2CCCC2=O)cc1)N1CCN(c2ccc(Cl)cc2)CC1	-9	-2	-1	-1	1	-4.6	-11	-7	1	4
COCn1c(-c2ccccc2)nc2ccccc21	-13	7	0	1	·	-0.5	-11	-6	-2	8
The list goes on:
SMILES	SR-BI HDL uptake	V-ATPase pH	HTR5A ag ctr	Wnt bcat act	MITF act	CDK5 p35 inh	PvdQ acylase	dFosB act	NSD2 HMT inh	HTR5A inv ag
Cc1ccc(NC(=O)CSc2nc(N)cc(=O)[nH]2)cc1S(=O)(=O)N1CCOCC1	·	3	-1	2	-5	1.1	-6	-12	5	14
O=C(N/N=C/c1sc(N2CCOCC2)nc1-c1ccccc1)c1ccccc1Cl	83*	-1	3	-1	-6	1.9	10	-8	8	-8
COc1ccc(S(=O)(=O)N2CCCC2CNC(=O)C(=O)NC2CC2)cc1 (centres undefined)	-5	-2	-1	1	2	0.8	12	-4	-1	1
CCc1nnc(NC(=O)CSc2nc3cccnc3n2C2CCCCC2)s1	3	2	2	·	-2	-1.3	0	-25	·	-22
Cc1ccc(Cn2nnc3c(=O)[nH]c(C4CCCN(S(=O)(=O)c5ccccc5)C4)nc32)cc1 (centres undefined)	-27	0	1	·	-1	-0.2	3	1	1	2
Cc1nn(-c2ccccn2)c2c1C(c1ccsc1)C1=C(CCCC1=O)N2 (centres undefined)	-14	0	5	·	-1	-2.3	-12	-9	3	-13
Cc1ccc(S(=O)(=O)N(C)C)cc1NC(=O)C(C)OC(=O)C1CCCCC1 (centres undefined)	-5	-5	1	-5	24	-0.5	-21	1	-2	-5
Cc1ccc2c(c1)-c1c(ssc1=S)C(C)(C)N2C(=O)CSC1=NCCS1	10	3	-1	-4	-8	-1.3	11	5	5	30
CC(C)N(C(=O)[C@H]1C[C@H](CC(=O)NCCCN(C)C)C(=O)N2CCc3c([nH]c4cc(CCC(=O)N(C)C)ccc34)[C@]12C)C(C)C	-21	1	2	-1	-14	-0.1	-5	3	·	-8
Cc1ccc(Nc2ccc([N+](=O)[O-])cn2)cc1Cl	8	1	5	3	·	1.4	-1	8	-3	13
Cc1cc(C)c(S(=O)(=O)Nc2ccccc2)c(C)c1	-10	-1	-1	-2	2	-0.5	-21	1	-1	2
C=CCn1c(-c2ccc(OC)cc2)nc2ccccc21	6	1	-6	7	19	0.6	-8	-2	-3	17
CCOC(=O)C[n+]1ccc2c([nH]c3ccccc32)c1C	-39	3	0	7	·	0.5	-17	-7	14	-22
CN(C)S(=O)(=O)c1ccc(NC(=O)c2ccc(Br)o2)cc1	17	1	6	·	19	-0.7	-11	-1	-11	10
CN(C)c1ccc(C(=O)c2ccccc2)cc1	-22	-1	3	24	73	1.0	4	2	-2	-9
COc1cccc(-c2nnc(NC(=O)c3cccs3)s2)c1	10	-3	-4	-1	52	-1.1	-13	34*	4	10
O=C(CSc1nnc(-c2ccncc2)n1-c1ccc(F)cc1)NNC(=O)c1cccc(O)c1	-24	-2	1	-1	-11	-0.3	0	-3	-2	-7
CCOC(=O)c1sc2nc(C)nc(SCC(=O)NC3CCS(=O)(=O)C3)c2c1C (centres undefined)	-7	7	-3	17	-2	-1.9	-6	-8	3	9
COc1ccc(C2Nc3ccccc3C(=O)N2c2ccc(F)cc2)cc1Cn1nnc2ccccc21 (centres undefined)	1	1	-1	·	4	-0.9	-18	3	-5	7
COc1ccc(-n2ncc3c2CC(C)(C)CC3NC(=O)CCc2c(C)nn(C)c2C)cc1 (centres undefined)	45	1	0	-1	-16	·	-16	-8	6	15

Part of the list above in order of length of the SMILES, falling:
SMILES	SR-BI HDL uptake	V-ATPase pH	HTR5A ag ctr	Wnt bcat act	MITF act	CDK5 p35 inh	PvdQ acylase	dFosB act	NSD2 HMT inh	HTR5A inv ag
Cc1ccc(NC(=O)CSc2nc(N)cc(=O)[nH]2)cc1S(=O)(=O)N1CCOCC1	·	3	-1	2	-5	1.1	-6	-12	5	14
CCOC(=O)c1sc2nc(C)nc(SCC(=O)NC3CCS(=O)(=O)C3)c2c1C (centres undefined)	-7	7	-3	17	-2	-1.9	-6	-8	3	9
CN(C)S(=O)(=O)c1ccc(NC(=O)c2ccc(Br)o2)cc1	17	1	6	·	19	-0.7	-11	-1	-11	10
C=CCn1c(-c2ccc(OC)cc2)nc2ccccc21	6	1	-6	7	19	0.6	-8	-2	-3	17
